A3G deaminase: APOBEC3G (human) deaminase inhibition. 0.28% of 330,000 active. recombinant A3G, ssDNA deamination FAM/TAMRA fluorescence. AID 493012. inhibition, % at 20 µM. Q9HC16;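 active = inhibition of at least 40% at 20 µM, with no more than 30% in the related APOBEC3A deaminase screen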;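 also: plate controls were DMSO wells with A3G for no effect and wells lacking A3G enzyme for full effect; some compounds called inactive have numbers as strong as hits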
Target sequence (Q9HC16 whole entry, looked up): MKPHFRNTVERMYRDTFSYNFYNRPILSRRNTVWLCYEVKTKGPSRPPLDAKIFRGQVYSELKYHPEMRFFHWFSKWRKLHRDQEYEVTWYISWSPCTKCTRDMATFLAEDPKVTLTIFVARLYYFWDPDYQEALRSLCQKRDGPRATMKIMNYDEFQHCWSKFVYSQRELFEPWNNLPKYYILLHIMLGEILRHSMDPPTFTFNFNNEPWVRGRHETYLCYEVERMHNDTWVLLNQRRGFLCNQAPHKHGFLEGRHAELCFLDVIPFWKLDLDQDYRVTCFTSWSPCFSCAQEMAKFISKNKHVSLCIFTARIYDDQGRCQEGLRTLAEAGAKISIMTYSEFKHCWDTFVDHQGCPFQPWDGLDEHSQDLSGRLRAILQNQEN
hIAP block: human IAP inhibition. P09923. purified IAP, CDP-Star luminescence, 30 min. inhibition, % at 10 µM. 0.12% of 330,000 active. AID 2544;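 active = inhibition reaching a set limit with compound at 10 µM in the primary screen, cut at about 35% in these data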;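 also: plate controls were DMSO wells with enzyme for no effect and no-enzyme buffer wells for full effect; values of inactives mirror those of a sister screen read the other way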
Target sequence (P09923 whole entry, looked up): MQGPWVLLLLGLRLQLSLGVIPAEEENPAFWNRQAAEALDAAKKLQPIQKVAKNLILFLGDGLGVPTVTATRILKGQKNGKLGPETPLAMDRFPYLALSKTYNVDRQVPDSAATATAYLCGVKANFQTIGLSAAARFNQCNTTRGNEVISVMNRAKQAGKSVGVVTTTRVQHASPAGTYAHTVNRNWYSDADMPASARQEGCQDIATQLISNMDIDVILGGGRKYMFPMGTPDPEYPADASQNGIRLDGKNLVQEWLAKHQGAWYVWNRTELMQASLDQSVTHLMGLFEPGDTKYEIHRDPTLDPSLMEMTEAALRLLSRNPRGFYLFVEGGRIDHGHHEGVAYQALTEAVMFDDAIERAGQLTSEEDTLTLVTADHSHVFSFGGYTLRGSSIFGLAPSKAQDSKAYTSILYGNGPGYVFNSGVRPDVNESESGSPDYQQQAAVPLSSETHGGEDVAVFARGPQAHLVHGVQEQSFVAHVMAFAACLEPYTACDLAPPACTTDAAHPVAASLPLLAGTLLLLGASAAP
TIM10 inh: inhibits growth of TIM10 yeast strain. 1.4% of 330,000 active. inhibition, % at 10 µM. S. cerevisiae TIM10 strain growth, BacTiter-Glo luminescence, 24 h. AID 463195;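 active = inhibition of 40% or more at the single tested concentration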;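 also: wild-type TIM10 isogenic control strain grown at permissive 25 °C; 0% = DMSO yeast wells and 100% = minimal medium wells without yeast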
NALP3 yeast inh: NALP3 inhibition in yeast. inhibition, % at 10 µM. AID 2825. 0.39% of 330,000 active. Yeast reconstituted NLRP3/ASC/caspase-1, beta-gal luminescence, 24 h;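 active = inhibition of 50% or more; inactive = inhibition below 50%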;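 also: plate controls were induced DMSO wells for no effect and uninduced yeast grown without galactose for full effect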
tim10-1 inh: inhibits growth of tim10-1 mutant yeast. S. cerevisiae tim10-1 ts strain growth, BacTiter-Glo, 24 h. AID 463190. inhibition, % at 20 µM. 2.2% of 330,000 active;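 active = inhibition of at least 40%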;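 also: mutant grown at 25 °C; 0% = DMSO wells with yeast and 100% = wells holding no yeast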
mIAP block: blocks mouse intestinal alkaline phosphatase | inhibition, % at 10 µM | 0.2% of 330,000 active | purified mouse IAP, CDP-Star luminescence, 30 min;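 active = inhibition of at least 40% at 10 µM in the primary screen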;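 also: plate controls were DMSO with enzyme for no effect and no enzyme wells for full effect; values of inactives mirror those of a sister screen read the other way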
APOBEC3A inh: human APOBEC3A DNA deaminase inhibition. P31941. recombinant A3A, FAM/TAMRA ssDNA deamination fluorescence. inhibition, % at 20 µM. 0.41% of 330,000 active;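 active = at least 40% inhibition at 20 µM here, with at most 30% in a related deaminase screen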;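 also: plate controls were A3A with DMSO for no effect and wells lacking A3A enzyme for full effect; some results filed as inactive read as strong as hits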
mIAP act: mouse IAP activation. activation factor at 10 µM. muIAP, CDP-Star luminescence, 30 min; stronger effect = higher value; 1 = vehicle-only enzyme signal, 0 = enzyme-free wells. 0.24% of 330,000 active. AID 2805;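 active = activation factor of at least 2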; also: the source names both 10 and 20 µM as test concentration; values of inactives mirror those of a sister screen read the other way
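Assay system: mouse IAP enzyme; Reagent: CDP-Star chemiluminescent phosphatase substrate; Compound: DMSO-dissolved test compounds; Incubation: 30 min, room temperature; Technique: luminescence from enzymatic CDP-Star hydrolysis; Controls: DMSO-only wells and no-enzyme negative control.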
MIN6 prolif: MIN6 beta-cell proliferation induction. MIN6 cells proliferation, ATPlite luminescence, 48 h; cells starved in 0.2% serum; 100% = growth in 10% serum. proliferation, % at 10 µM. 0.29% of 330,000 active. AID 2380;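 active = compounds whose signal lies at least 3.5 SD above the mean of all wells on their plate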;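 also: 0% = DMSO-treated cells in low-serum medium and 100% = 10% serum control; some compounds called inactive have numbers as strong as hits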
The depositor's hits bear a star. Compounds as they come; overall some 4.6% were active at least once.

SMILES	A3G deaminase	hIAP block	TIM10 inh	NALP3 yeast inh	tim10-1 inh	mIAP block	APOBEC3A inh	mIAP act	MIN6 prolif
Cc1ccccc1-n1c(-c2ccc3ccccc3n2)n[nH]c1=S	3	-9	19	12	27	-2	-10	1	1
O=C(c1cc2cc(F)ccc2[nH]1)N1CCN(C(=O)c2ccco2)CC1	2	-12	20	2	-13	-3	4	1	-2
COc1ccc(S(=O)(=O)N2CCN(c3ccccn3)CC2)c(OC)c1	-9	-6	5	7	-4	-2	0	1	-1
CCOc1ncccc1C(=O)Nc1cccc(C(=O)Nc2cccc(S(=O)(=O)CCO)c2)c1	-2	-13	4	2	5	2	0	0.98	7
C/C(=N\NS(=O)(=O)c1ccc(Br)cc1)c1ccncc1	-2	24	4	10	17	-3	-1	1	-1
COc1ccc(-c2[nH]nc3c2C(c2ccoc2)C(C#N)=C(N)O3)cc1 (stereo not drawn)	-5	-13	6	20	-1	0	-1	1	-1
Cc1ccccc1C(=O)N=c1ccn(-c2nc3ccccc3nc2NS(=O)(=O)c2ccc(F)cc2)cc1	-8	3	-6	1	12	7	-5	0.93	-1
COc1cccc(CC(=O)Nc2cc(S(=O)(=O)N3CCOCC3)ccc2OC)c1	-5	3	7	12	5	6	2	0.94	-3
Cc1ccc2nc(SCC(=O)NCc3ccco3)c(C#N)cc2c1	-4	5	1	24	12	6	0	0.94	-2
COCCNC(=O)c1ccccc1NC(=O)CSc1ccc(C)cc1	-3	-8	-10	19	-9	-6	-1	1.1	-3
Cc1ccc(-c2nc3ncccc3o2)cc1NC(=O)COc1ccccc1	-5	20	-8	-2	9	-11	0	1.1	-2
COc1ccc(N2CCN(C(=O)CCCn3nnnc3CN3CCOCC3)C(C)C2)cc1 (stereo not drawn)	7	14	-2	29	2	-9	1	1.1	-2
CCn1c(C)cs/c1=N\C(=S)Nc1ccccc1C	1	5	41*	31	35	6	0	0.94	1
Cc1ccc(S(=O)(=O)CCC(=O)OCC(=O)N2c3ccccc3CC2C)cc1 (stereo not drawn)	-10	-5	-11	-1	8	3	16	0.97	-1
OCCNc1c2ccccc2nc2ccccc12	-2	16	30	5	-13	6	15	0.94	3
Cc1cccc(N(CC(=O)NCC2CCCO2)C(=O)CNS(=O)(=O)c2ccc(Cl)cc2)c1 (stereo not drawn)	-1	-6	16	17	-9	-2	2	1	-1
NC(=O)CNC(=O)[C@@H]1CC2(CC(c3cccc(Br)c3)=NO2)CN1C(=O)c1ccc(Br)cc1 (stereo partly drawn)	11	6	3	7	-10	0	0	0.99	-1
CSc1ccc(/C=C/c2cc(=O)c3ccccc3[nH]2)cc1	-3	-4	36	9	33	7	-1	0.93	0
CCn1c(SCC(=O)Nc2ccc(S(=O)(=O)Nc3onc(C)c3C)cc2)nnc1-c1ccccc1	-5	-12	-1	6	-1	2	-5	0.98	-1
CC1(C)C=C(c2ccc(C=O)s2)CC(C)(C)N1C=O	-5	0	15	3	2	0	-2	0.99	-5
Cc1cccc(C(=O)NCCC(=O)Nc2ccc(C#N)cc2)c1	-12	10	-1	11	-19	3	-3	0.97	4
N=C(N)SCCN	1	-8	7	13	24	1	7	0.99	0
CCNc1ccc(Br)cc(C(=O)/C=C/c2ccccc2Cl)c1=O	15	-9	45*	5	39	16	20	0.84	-6
COC(=O)c1[nH]c2cccc(C)c2c1NC(=O)CN1CCN(c2ccccc2OC)CC1	-5	-22	5	0	-6	7	-2	0.93	1
CC(=O)Nc1ccc(S(=O)(=O)N2CCSC2c2ccc(C)cc2)cc1 (stereo not drawn)	2	0	42*	12	41*	-7	2	1.1	0
COc1ccc(SC[C@H](C)CN2CC[C@H](C(C)(C)C)CCC2=O)cc1	-12	17	22	5	20	-7	-3	1.1	-7
CCn1c2ccccc2c2cc(NC(=O)C(=O)NCC3CCCO3)ccc21 (stereo not drawn)	-7	2	2	18	18	7	-4	0.93	-4
CC1CCCN(C(=O)COC(=O)CNC(=O)c2ccc(Br)cc2)C1 (stereo not drawn)	-7	18	9	16	0	8	-2	0.92	-3
O=C(Cc1c[nH]c2ccccc12)N/N=C/c1ccc(F)cc1	-8	28	1	9	-1	2	-3	0.98	0
O=C(c1cc(-c2ccccc2Cl)nc2ccccc12)N1CCOCC1	0	10	15	5	21	-1	3	1	1
COc1ccccc1NC(=O)NCCC1=CCCCC1	1	7	20	3	31	-21	2	1.2	-2
CCOC(=O)C1(Cc2ccccc2C(F)(F)F)CCN(C2CCN(C(C)=O)CC2)CC1	3	-12	-12	10	-8	-4	2	1	-1
Cn1cc(CN2CCC(C(=O)Nc3ccc(Oc4ccccc4F)cc3)CC2)cn1	-6	-38	-17	10	22	-26	-5	1.3	-1
O=C(C1CCN(c2nnc(-n3cccc3)s2)CC1)N1CCCCC1	-5	-31	-3	18	0	2	-3	0.98	1
COCCNC(=O)c1ccc2nc(Cc3ccc(OC)c(OC)c3)oc2c1	-2	0	-8	21	-13	8	-2	0.92	-2
CNC(=O)COC(=O)c1ccc(Cl)c(S(N)(=O)=O)c1	-1	5	8	-3	-1	-7	4	1.1	-3
CCCN1C(=O)/C(=C2\SC(N3CCCCC3)=NC2=O)c2ccccc21	-1	8	30	22	42*	7	2	0.93	0
O=C(COc1ccccc1)N1CCN(c2ccccc2)CC1	-7	-5	-13	14	1	4	2	0.96	-2
COc1ccc(C(=O)N2CCC(C(=O)O)CC2)c2ccccc12	-7	2	14	15	-23	2	-2	0.97	1
Cc1ccc(NC2=C/C(=N\S(=O)(=O)c3cccs3)c3ccccc3C2=O)c(C)c1	-1	-2	60*	17	74*	15	4	0.85	-3
O=C(NCCc1ccccc1)c1cc(S(=O)(=O)N2CCCC2)ccc1F	-5	3	4	8	9	-7	-8	1.1	-4
Cc1sc2nc(Cc3ccccc3)[nH]c(=O)c2c1-c1ccccc1	-1	4	4	-1	4	6	-1	0.94	1
CC(=O)Nc1ccc(S(=O)(=O)NCC(=O)NNC(=O)COc2c(C)cccc2C)cc1	-3	-83	5	6	13	41*	-4	0.59	-2
CC1(c2nnc(-c3cccc(Cl)c3)o2)CC(c2ccc(C#N)cc2)=NO1 (stereo not drawn)	-6	9	0	22	0	4	-2	0.96	-3
Nc1sc(-c2ccccc2)cc1-c1n[nH]c(=S)n1C1CCCCC1	-11	-30	27	16	-29	1	-2	0.99	-6
Cc1ccccc1N1CCN(Cc2cc3c(cc2[N+](=O)[O-])OCO3)CC1	-5	-1	-1	6	13	23	-3	0.77	-2
COCc1nnc(NC(=O)CCCOc2ccccc2OC)s1	0	-1	-9	12	16	-1	4	1	-2
COc1ccc(C(=O)NCC(=O)N/N=C/c2ccco2)cc1OC	6	-33	-7	-9	10	0	-4	1	2
COc1ccc(C(=O)SC2=NCCS2)cc1OC	-4	-15	-8	-14	21	4	-2	0.96	-4
CC1CC(=O)C2=C(C1)Nc1ccccc1N(C(=O)COc1ccccc1)C2c1ccco1 (stereo not drawn)	-4	5	5	16	10	-1	-2	1	6
CN1CCN(C(=O)CCC(=O)NCc2ccc(F)cc2)CC1	-4	-11	0	14	-15	5	-6	0.95	-2
CCCS(=O)(=O)N1CCCC(C(=O)Oc2ccccc2Cl)C1 (stereo not drawn)	-3	6	-1	10	24	-6	-4	1.1	-1
COc1ccc(/C(C)=N/Nc2ccc(C(=O)O)cc2)cc1OC	-2	-107	-2	-9	2	5	-1	0.95	0
COc1ccc(C2CC(c3ccccc3)=NN2C(=O)CSc2ncccn2)cc1 (stereo not drawn)	0	10	34	11	18	-1	-2	1	0
COc1ccc(C2=NS(=O)(=O)N(C)C(C(=O)N(C)Cc3ccccc3)=C2)cc1	-7	3	2	18	30	14	-4	0.86	3
C/C(=N/NS(=O)(=O)c1ccc(C(C)(C)C)cc1)c1ccc2c(c1)OCO2	-10	-14	24	4	34	-9	0	1.1	-7
COc1ccc(NC(=O)CN(C)C(=O)c2ccc(-c3ccccc3Cl)o2)cc1	-6	6	-25	5	-12	3	7	0.97	0
Cn1c(SCC(=O)NCc2cccs2)nnc1-c1ccco1	-2	8	0	5	0	1	2	0.99	1
Cc1ccc(S(=O)(=O)N2CCN(C(=S)NCCc3ccccc3)CC2)cc1	9	-9	17	7	22	-36	-8	1.4	-5
Cc1cc(Nc2ccc3c(c2)OCCO3)n2ncnc2n1	-6	10	34	-2	22	3	-2	0.97	1

The results go on:
SMILES	A3G deaminase	hIAP block	TIM10 inh	NALP3 yeast inh	tim10-1 inh	mIAP block	APOBEC3A inh	mIAP act	MIN6 prolif
O=C(Nc1nc(-c2ccccc2)cs1)C1CCCO1 (stereo not drawn)	0	-5	1	39	3	8	-1	0.92	-1
O=C(NCc1nnc(SCc2ccc(C(F)(F)F)cc2)n1-c1ccccc1)C12CC3CC(CC(C3)C1)C2	-8	0	26	-2	28	-3	-2	1	-7
CCOc1ccccc1NC(=O)Nc1cc(C(=O)O)ccc1C	-1	-7	-5	5	19	-10	5	1.1	1
CCCN(Cc1ccccc1)C(=S)Nc1ccc(F)cc1	-9	-2	23	29	6	2	3	0.98	1
COC(=O)[C@H](Cc1ccccc1)NC(=O)NCc1ccccc1	-1	-18	19	2	9	-9	0	1.1	0
CC1=CC(C)=Nc2ccccc2N1	-4	-1	5	-3	15	-9	-8	1.1	-4
COc1cc(-c2nc3ccc4ccccc4c3c3c2CCC3)ccc1O	-2	-8	22	19	35	11	1	0.89	0
COc1ccc(-c2nc(CN3CCCCC3CCc3ccccn3)c(C)o2)cc1 (stereo not drawn)	-3	-13	3	6	8	2	-1	0.98	0
CC(C)(C)n1nc2c(c1NC(=O)c1cc3ccccc3o1)CSC2	-6	13	16	5	25	4	-3	0.95	-4
O=c1nc(-c2ccccc2)n(-c2ccc(Cl)cc2)[nH]1	-7	-4	10	10	9	-4	-6	1	0
COc1ccccc1NC(=O)C1CCN(C(=O)c2ccc(C(C)(C)C)cc2)CC1	-8	5	-3	10	27	-8	-3	1.1	-4
COc1ccc(CN2CCCC(CO)(Cc3ccc(F)cc3)C2)cc1C (stereo not drawn)	-5	-1	3	10	-5	-4	-3	1	-3
CCOc1ccc(-n2c(=S)sc3c(=O)[nH]c(SCC(=O)C(C)(C)C)nc32)cc1	-13	20	-2	8	0	3	-4	0.97	-3
Cn1cnc([N+](=O)[O-])c1SCC(=O)NN	-10	8	-4	2	-1	7	6	0.93	-1
COc1cc(C2NC(=O)NC(c3ccccc3)=C2C(C)=O)ccc1OCC(=O)O (stereo not drawn)	0	-30	1	19	3	-25	-2	1.3	-1

Screens (PubChem)
